TNF death inh – inhibitors of TNF-alpha triggered necroptosis, primary screen, cell-based, Jurkat FADD-/-, single concentration; activation (protection from cell death), % at 10 µM; actives 0.068% (n = 220,000); Jurkat FADD-/- TNF necroptosis rescue, ATP luminescence, 24 h; 0 = TNF only, 100 = no-TNF cells;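 active = activation, meaning protection from cell death, of at least 50% relative to plate controls; inactive = activation below 50%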;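 note: necroptosis triggered by 40 ng/mL TNF-alpha added together with compound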
FXIIa inh – human FXIIa protease inhibitors, primary screen, biochemical, 1536-well | Coagulation factor XII (Homo sapiens), P00748 | purified FXIIa, Boc-QGR-AMC fluorogenic substrate, 2 h | inhibition, % at 5 µM | actives 0.3% (n = 220,000) | AID 800, 2007; in the data active = inhibition above about 40%;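 note: 0% = enzyme with no compound and 100% = blank without enzyme; many of its hits are not listed in these tables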
hK5 inh – human KLK5 protease inhibitors, primary screen, biochemical, 1536-well; inhibition, % at 5 µM; Kallikrein-5 (Homo sapiens), Q9Y337; recombinant hK5, fluorogenic AMC substrate cleavage; actives 0.59% (n = 210,000);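 active = inhibition of 40% or more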;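 note: 0% = enzyme controls without compound and 100% = no-enzyme blanks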
Rad51 HR inh – human RAD51 strand exchange inhibitors, primary screen, biochemical, fluorescence. DNA repair protein RAD51 homolog 1 (Homo sapiens), Q06609. hRad51 DNA strand exchange, fluorescence dequenching. inhibition, % at 10 µM. actives 0.085% (n = 200,000). AID 1385, 2008;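 active = inhibition above 40% at the single screening dose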;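 note: 0% = DMSO control wells and 100% = blanks with heterologous ssDNA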
Target sequence (Q06609 whole entry, looked up): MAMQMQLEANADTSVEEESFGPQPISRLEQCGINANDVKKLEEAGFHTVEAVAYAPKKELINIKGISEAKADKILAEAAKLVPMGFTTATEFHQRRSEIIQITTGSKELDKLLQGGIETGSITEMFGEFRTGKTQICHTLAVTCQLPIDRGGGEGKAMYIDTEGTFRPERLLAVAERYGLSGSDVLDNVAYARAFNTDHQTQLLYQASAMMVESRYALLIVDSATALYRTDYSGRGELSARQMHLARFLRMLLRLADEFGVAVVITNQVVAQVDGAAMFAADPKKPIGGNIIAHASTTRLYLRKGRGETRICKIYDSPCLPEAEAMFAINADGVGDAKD
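Test system – preformed human Rad51 ssDNA filaments · Reagent – Donor/quencher-labelled 47-bp dsDNA substrate · Incubation – 37 °C 15-min filament assembly, 30-min compound preincubation, 15-min exchange · Signal – FRET fluorescence dequenching, excitation 485 nm, emission 520 nm · Read-out – percent inhibition from fluorescence, normalised to plate control and blank means · Benchmarks – plate control and blank wells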
Cl transport mod – KCC2 cotransporter modulators, thallium flux, primary screen, cell-based, HEK293 KCC2, FluoZin-2 fluorescence, MLSMR | Solute carrier family 12 member 5 (Homo sapiens), Q9H2X9 | KCC2 cells, thallium flux FluoZin-2 fluorescence | B-score of Tl+ flux slope (higher = more flux/activation; lower = inhibition) at 10 µM | actives 2.2% (n = 190,000) | AID 1456, 2008;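 active = thallium flux slope and its plate-corrected score both differing from the plate sample mean at a set confidence after two filtering rounds, in either direction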;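 note: slope of fluorescence scaled to starting intensity during 10 to 20 s after thallium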
FXIa inh 1536 – human FXIa protease inhibitors, primary screen, biochemical, 1536-well; Coagulation factor XI (Homo sapiens), P03951; purified FXIa, Boc-Glu-Ala-Arg-AMC fluorogenic substrate; inhibition, % at 5 µM; actives 0.14% (n = 220,000); AID 798, 2007;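 active = inhibition of at least 40%; inactive = inhibition below 40%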;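 note: fluorescence of freed AMC excited at 355 nm; 0% = enzyme without compound and 100% = no enzyme blank; many of its hits are not listed in these tables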
zVAD death inh – inhibitors of zVAD-triggered necroptosis, primary screen, L929 cells | L929 zVAD necroptosis rescue, ATP luminescence, 24 h; with zVAD 60 µM | viability rescue, % at 10 µM | actives 0.38% (n = 220,000);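 active = activation, scaled between plate controls, above about 75%, limit read from the data; inactive = activation under that limit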;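 note: 0% = zVAD with DMSO and 100% = DMSO alone without zVAD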
Thrombin inh – human alpha-thrombin inhibitors, primary screen, counter-screen for coagulation protease inhibitor project, biochemical, 1536-well, fluorogenic AMC substrate; inhibition, % at 5 µM; AID 1046, 2008; Boc-VPR-AMC fluorogenic substrate cleavage; actives 0.26% (n = 220,000);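 active = inhibition at or above 40%; inactive = inhibition below 40%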;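 note: 0% = enzyme with no compound and 100% = wells without enzyme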
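Material: Human alpha-thrombin protein | Buffer or medium: pH 7.5 Tris-saline with Tween 20 | Reagent: Boc-VPR-AMC substrate, 15 µM final | Schedule: Reaction at ambient temperature | Detection: AMC fluorescence at 355 nm excitation and 460 nm emission | Evaluation: Percent inhibition scaled between no-compound controls and no-enzyme blanks | Controls: no-compound enzyme wells and no-enzyme blanks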
Hck Nef HTS – inhibitors of Nef-activated human Hck kinase, primary screen, biochemical, Z-Lyte FRET, 384-well, Hck-YEEI; Recombinant Hck-YEEI plus Nef, Z-Lyte FRET kinase assay; inhibition, % at 20 µM; actives 0.68% (n = 220,000);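 active = Hck-Nef kinase inhibition above about 50%, limit read from the data; inactive = inhibition below that limit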;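 note: 0% = DMSO with Hck plus Nef and 100% = Hck alone without Nef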
Target sequence (P08631 whole entry, looked up): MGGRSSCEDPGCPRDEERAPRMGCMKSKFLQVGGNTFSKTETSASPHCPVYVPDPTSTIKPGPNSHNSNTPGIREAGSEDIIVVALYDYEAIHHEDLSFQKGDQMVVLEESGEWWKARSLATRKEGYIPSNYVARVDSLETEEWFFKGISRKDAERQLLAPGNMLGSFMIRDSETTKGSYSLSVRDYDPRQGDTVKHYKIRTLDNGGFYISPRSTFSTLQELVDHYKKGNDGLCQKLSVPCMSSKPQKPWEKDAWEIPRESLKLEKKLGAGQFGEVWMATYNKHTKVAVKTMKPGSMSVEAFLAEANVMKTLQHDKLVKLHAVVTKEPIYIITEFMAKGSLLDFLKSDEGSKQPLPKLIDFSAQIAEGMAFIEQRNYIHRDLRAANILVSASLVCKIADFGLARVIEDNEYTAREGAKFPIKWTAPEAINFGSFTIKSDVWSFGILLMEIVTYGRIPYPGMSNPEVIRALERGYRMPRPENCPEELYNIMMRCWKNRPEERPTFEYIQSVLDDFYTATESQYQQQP
Numbers without * were called inactive; i = inactive; / = not tested or not shown. A portion of the library; rates above refer to the full screens.

SMILES	TNF death inh	FXIIa inh	hK5 inh	Rad51 HR inh	Cl transport mod	FXIa inh 1536	zVAD death inh	Thrombin inh	Hck Nef HTS
O=C(c1ccco1)N1CCN(C(=O)c2ccccc2NS(=O)(=O)c2ccc(F)cc2)CC1	1.3	1	/	/	1.6	-3	-0.5	-2	-6
COCCNc1c(-c2cc3ccc(C)c(C)c3[nH]c2=O)nc2ccccn12	0.7	3	0	8	0.063	-2	-1.2	-9	22
COc1cccc2c1OCC([C@@H]1C[C@H]3CN(Cc4cccc(Cl)c4)C(=O)[C@]34CCCN14)=C2	-0.2	11	7	-4	-0.87	1	-1.5	-8	21
O=C(Cn1c(=O)n(-c2cccc(Cl)c2)c(=O)n1CC(=O)N1CCCCC1)N1CCCCC1	-0.2	8	-1	5	/	4	0.0	-8	0
CC(C)CCN1CCN(Cc2cccc3nonc23)CC1CCO (stereo not drawn)	1.6	8	1	-26	0.63	4	-0.6	6	17
O=C(NNC(=O)c1cc(OCC(F)(F)F)ccc1OCC(F)(F)F)c1ccc(Cl)c(Cl)c1	-5.5	8	-30	4	0.0072	-9	-0.2	0	0
O=C1c2ccccc2C(=O)N1CCCc1nc(-c2ccccn2)no1	-1.1	16	5	1	/	4	0.0	4	0
Cc1cc(S(=O)(=O)N2CCCC(C(=O)Nc3ccc(C(=O)O)cc3)C2)ccc1Cl (stereo not drawn)	0.9	4	-1	/	0.7	-1	0.2	-4	16
O=c1/c(=C/c2ccccc2)sc2nnc(-c3cccs3)n12	-0.2	1	-7	-9	-1	-10	0.3	-2	-1
Cc1ccc2cc(CN(CC3CCCO3)C(=O)NC3CCCCC3)c(=O)[nH]c2c1C (stereo not drawn)	2.9	0	-20	7	-0.85	2	-1.5	2	-2
CCOc1ccc(NC(=O)N2CCCC2C(=O)NCC2CCCO2)cc1 (stereo not drawn)	0.5	4	-4	12	-0.59	-5	16	-5	17
CCCOc1ccc(C(=O)CCC(=O)OCC(=O)Nc2ccc(Oc3ccccc3)cc2)cc1	-0.7	7	-8	0	0.3	-3	0.3	-13	0
CC(C)(C)NC(=O)c1ccccc1-c1nc2ccccc2s1	-0.7	12	-1	6	-0.0052	-1	-0.5	-1	17
COC(=O)C(C)n1cnc2c(nnn2Cc2ccc(Cl)cc2)c1=O (stereo not drawn)	-3.2	18	-16	/	-1.5	8	0.5	2	2
O=C(c1cc2ccccc2c(=O)o1)N1CCc2ccccc2C1	-4.8	2	-7	/	-1	-5	0.2	1	0
COc1cccc(C(=O)NC(=S)NCc2ccco2)c1	-1.0	11	-14	14	3.6	3	-0.3	-3	5
CCCCNC(=S)N(C)N=C1CCC(c2ccccc2)CC1 (stereo not drawn)	2.5	-2	-10	3	-0.23	-13	2.0	-12	14
COC(=O)C1=C(C)NC(C)=C(C(=O)OC)C1c1ccc(-c2cccc([N+](=O)[O-])c2)o1	0.8	2	0	9	-0.86	-3	0.9	-3	18
Cc1ccc(CNC(=O)CCC(=O)Nc2nnc(C3CCCCC3)s2)cc1	1.6	9	-1	/	0.86	3	1.9	-5	-1
Cc1ccc(S(=O)(=O)NC2=C(N3CCN(Cc4ccccc4)CC3)C(=O)c3ccccc3C2=O)cc1	-1.6	-2	-13	/	/	1	0.0	4	-2
CCOC(=O)/C(C#N)=C/Nc1ccsc1C(=O)OC	-0.3	6	0	13	/	3	-0.2	-4	-1
O=C(CCN1C(=O)C2C3C=CC(C3)C2C1=O)NCCN1CCCc2ccccc21 (stereo not drawn)	-0.5	10	5	-8	-0.037	-1	0.0	-5	1
Cc1ccc(NC(=O)Cn2c(-c3ccc(F)cc3)cnc2SCC(=O)Nc2c(C)cccc2C)cc1	1.1	9	3	/	1	4	1.7	1	4
COc1ccccc1N1CCN(C(=O)/C=C/c2ccc(C)cc2)CC1	0.7	2	-21	-1	-0.87	-3	1.9	-5	4
CCOC(=O)CN1C(=O)C2(OCCCO2)c2ccccc21	-1.5	1	-22	-3	0.0073	-1	-0.1	-2	-1
Cc1[nH]c2ccccc2c1/C=C/c1cc[n+](C)cc1	-2.3	12	-1	/	i	5	0.4	4	-6
C/C(CC(=O)Nc1ccc(Cl)cc1Cl)=N\NC(=O)C(=O)N1CCCC1	0.1	2	-9	5	0.35	-6	0.3	1	9
CCC1Sc2ccccc2N(CC(=O)NCCC2=CCCCC2)C1=O (stereo not drawn)	0.5	4	0	5	-0.61	-3	0.0	-1	4
COc1ccc(Nc2nnc(SCC(=O)NC(=O)Nc3ccc4c(c3)OCCO4)s2)cc1	0.4	13	12	-3	-1.4	28	-0.1	15	0
Cc1c(Br)c(C(=O)NCc2cc3cc(Cl)ccc3[nH]2)nn1C	5.1	11	-6	-37	-0.69	4	/	1	7
Cc1ccc(/C(N)=N/OC(=O)c2cccc(F)c2)cc1	-2.5	-4	-23	0	-0.71	-7	0.1	-14	5
O=C(O)CC/C(=N\NC(=O)c1ccc(F)cc1)c1ccc(Br)cc1	0.3	10	-22	11	0.83	-4	3.5	-2	21
CCCCNC(=O)CSc1nc(O)c(Cc2ccc(OC)cc2)c(=O)[nH]1	0.4	0	-3	5	2	-5	-0.2	-9	17
CC(C)C(=O)Nc1ccccc1N1CCN(C(=O)c2ccccc2)CC1	-0.6	-9	6	-2	-1.2	-8	0.0	-5	-2
CCCCOC(=O)Cn1c(=N)n(CCN(CC)CC)c2ccccc21	0.2	10	-11	-7	-0.21	2	1.4	-5	-2
CCOC(=O)c1sc(NNC(=O)c2ccc(C)cc2)nc1C	2.2	5	-10	8	0.24	0	3.1	-4	-16
CC(C)(C)NC(=O)C(c1ccco1)N(C(=O)Cn1nnc(-c2ccc(F)cc2)n1)c1cccc(F)c1 (stereo not drawn)	-3.9	7	-2	/	0.96	2	-0.1	-4	2
Cc1n[nH]c(=O)n1-c1cccc(C(F)(F)F)c1	0.0	16	-10	7	/	5	1.2	3	-1
CCOC(=O)c1cnc2c(C)c(Cl)ccc2c1Nc1ccc(S(=O)(=O)Nc2ncccn2)cc1	0.8	2	-7	-7	0.49	-3	5.6	-9	0
COc1ccc(NC(=O)c2c(NC(=O)CNCc3ccco3)sc3c2CCC3)c(OC)c1	-8.8	5	8	4	-0.22	-3	0.8	0	1
CNc1cc([N+](=O)[O-])ccc1OCc1ccccc1	2.7	11	2	1	/	-2	1.6	1	45
Fc1ccc(CSc2ccc(-c3cccs3)nn2)cc1	2.3	0	0	7	1.1	-3	0.6	-8	3
CCc1nc(SCC(=O)NCc2ccccc2)c2c(=O)n(C)c(=O)n(C)c2n1	-0.6	15	0	1	/	7	0.3	-1	2
COc1ccc(N(C(=O)Cn2nnc3ccccc32)C(C(=O)NCc2ccco2)c2cccnc2)cc1 (stereo not drawn)	-3.0	8	-16	-8	-0.054	4	-0.2	2	0
C=C(C)C(=O)Nc1cccc(C2=NOC3(C2)C[C@H](C(N)=O)N(C(=O)CC)C3)c1 (stereo partly drawn)	1.1	55*	28	1	-0.85	36	0.4	17	15
NC(=S)N/N=C1\CCOc2ccc(F)cc21	-11	3	-1	-28	-0.58	-8	-0.7	-6	-3
CC(C)Cn1c(N)c(C=O)c(=O)n(C)c1=O	1.1	8	12	4	-0.0067	15	-0.1	/	17
COc1cc(OC)c(OC)cc1CN1CCCC(C(=O)c2ccc3c(c2)OCO3)C1 (stereo not drawn)	0.6	14	/	4	1.1	15	-0.6	4	-3
CCOc1cc(/C=N/NC(=O)CSc2nncn2C)ccc1OCc1cccc(C)c1	2.6	-1	-5	-4	-2.5	-4	0.9	-4	3
Cc1ccc(NC(=O)NC2C(NC(=O)Nc3ccc(C)cc3)N(C)C(=O)N2C)cc1 (stereo not drawn)	-3.1	9	-22	2	0.68	6	0.0	-8	-15
Cc1nn(CC(=O)c2ccccc2)c(=O)c2nn(-c3ccccc3F)c(C)c12	-1.0	15	-10	14	/	7	0.6	1	4
COc1cccc(NS(=O)(=O)c2ccc3c(c2)n(C)c(=O)c(=O)n3C)c1	-0.5	7	-8	-2	0.15	-12	0.3	0	0
CCOP(=O)(OCC)C(Nc1cccc(C(F)(F)F)c1)c1ccc(Br)cc1 (stereo not drawn)	3.0	14	-7	1	0.2	7	0.1	-4	4
Cc1cc2cc(C)c3nnc(SCC(=O)NCc4ccc5c(c4)OCO5)n3c2cc1C	-5.5	0	0	1	-0.92	-5	-0.3	-9	1
O=C(c1ccc(CSc2ccccc2)cc1)N1CCN(c2ccccc2)CC1	0.9	2	-6	5	-0.39	-4	0.9	-4	-10
Cc1cc(N=Nc2ccc(Cl)cc2)cc(CN2CCCC2)c1O	2.2	9	-1	13	0.43	4	0.3	-2	2
Cc1nc2ccc(S(=O)(=O)NCC(=O)N3CCc4ccccc4C3)cc2s1	-1.6	26	7	-2	-0.022	-7	-0.3	0	2
CCCC(=O)Nc1ccc2oc(-c3cncc(Br)c3)nc2c1	1.5	1	-5	-5	0.047	-5	18	-10	22
CNc1nc(SCC(=O)OC)nc(N2CCOCC2)n1	0.8	11	0	1	-1.3	2	3.2	4	2
CC(C)(C)c1cc(CNC2CS(=O)(=O)C[C@@H]2O)cc(C(C)(C)C)c1O (stereo partly drawn)	-4.8	2	0	8	-0.038	-6	-0.1	-4	0

Additional records.
SMILES	TNF death inh	FXIIa inh	hK5 inh	Rad51 HR inh	Cl transport mod	FXIa inh 1536	zVAD death inh	Thrombin inh	Hck Nef HTS
Cc1nn(C)c(C(=O)Sc2ccccc2)c1[N+](=O)[O-]	-9.8	6	-4	/	0.45	-3	0.2	-10	18
Cc1cc(CNC(=O)COc2ccccc2)c2ccccc2n1	0.3	4	-1	-4	-0.051	-3	1.4	/	19
O=C(O)c1ccccc1SC1CC(=O)N(c2ccccc2)C1=O (stereo not drawn)	0.8	5	-22	-4	0.32	-8	0.0	-3	1
COC(=O)C(N)Cc1ccc(O)cc1 (stereo not drawn)	1.0	14	-4	2	0.044	2	-0.5	5	2

Some entries already given, reduced to FXIa inh 1536, zVAD death inh and Rad51 HR inh.
molecule	FXIa inh 1536	zVAD death inh	Rad51 HR inh
Cc1nn(C)c(C(=O)Sc2ccccc2)c1[N+](=O)[O-]	-3	0.2	/
O=C(O)c1ccccc1SC1CC(=O)N(c2ccccc2)C1=O (stereo not drawn)	-8	0.0	-4

Screens as filed in PubChem.
